JMJD2A Tudor: qHTS Assay for Inhibitors of JMJD2A-Tudor Domain | Lysine-specific demethylase 4A (Homo sapiens), O75164 | AlphaScreen JMJD2A-Tudor / H3K4me3 peptide binding | Potency, µM (titrated, usually from 114 µM), for inactives: top-dose activity change, negative = inhibition, hits mostly inhibitors | 4.4% of 390,000 active; note: % is set by controls: 0 for no effect and ±100 for the full control effect; nearly all actives have a fitted effect of over 50% in size
Target sequence (O75164 whole entry, looked up, the tested form may be a part): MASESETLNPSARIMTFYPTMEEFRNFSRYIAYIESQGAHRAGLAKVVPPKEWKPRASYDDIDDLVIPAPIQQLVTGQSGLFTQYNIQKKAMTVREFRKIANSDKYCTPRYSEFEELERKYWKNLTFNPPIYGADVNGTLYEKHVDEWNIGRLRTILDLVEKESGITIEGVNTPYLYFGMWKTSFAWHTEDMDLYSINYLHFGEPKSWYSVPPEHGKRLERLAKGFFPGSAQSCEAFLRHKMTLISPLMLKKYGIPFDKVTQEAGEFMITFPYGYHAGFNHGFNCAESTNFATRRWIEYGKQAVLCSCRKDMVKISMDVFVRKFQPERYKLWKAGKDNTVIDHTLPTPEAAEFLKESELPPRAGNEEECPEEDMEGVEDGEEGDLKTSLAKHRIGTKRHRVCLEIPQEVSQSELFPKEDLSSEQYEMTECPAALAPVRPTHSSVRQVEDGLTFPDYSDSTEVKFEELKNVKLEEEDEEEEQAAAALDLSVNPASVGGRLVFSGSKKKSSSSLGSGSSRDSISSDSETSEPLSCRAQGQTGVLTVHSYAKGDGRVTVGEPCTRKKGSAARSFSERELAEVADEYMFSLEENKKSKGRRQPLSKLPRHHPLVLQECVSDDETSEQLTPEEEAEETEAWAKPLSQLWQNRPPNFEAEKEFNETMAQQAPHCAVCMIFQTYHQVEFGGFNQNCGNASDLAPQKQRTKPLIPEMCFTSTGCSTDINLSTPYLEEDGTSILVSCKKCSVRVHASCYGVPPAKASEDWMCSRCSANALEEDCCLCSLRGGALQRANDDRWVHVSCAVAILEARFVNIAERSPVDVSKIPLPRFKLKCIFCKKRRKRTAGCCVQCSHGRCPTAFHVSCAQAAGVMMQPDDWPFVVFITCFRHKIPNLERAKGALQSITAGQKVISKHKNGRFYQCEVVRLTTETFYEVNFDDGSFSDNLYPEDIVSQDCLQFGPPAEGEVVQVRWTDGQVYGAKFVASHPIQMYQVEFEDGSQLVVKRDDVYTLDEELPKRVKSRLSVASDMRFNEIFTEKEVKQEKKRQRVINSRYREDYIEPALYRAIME
POLI inh: qHTS for Inhibitors of Polymerase Iota | AID 588590, 2011 | Potency, µM (series often up to 115 µM), for the others: at the top dose activity, negative = inhibition, actives largely listed as inhibitors | Pol iota fluorescent replication assay, 10 min | 1% of 390,000 active
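Fluorescent replication assay read twice, at 0 min and 10 min after adding 50 nM (final) substrate. Enzyme (10 nM) and compounds were first incubated 15 min at room temperature; enzyme-free buffer wells were negative controls.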
POLB inh: qHTS Assay for Inhibitors of DNA Polymerase Beta | P06746 | Pol beta primer extension/strand displacement, fluorescence kinetic | Potency, µM (series often up to 114 µM), for inactives: at the top dose activity change, negative = inhibition, actives largely listed as inhibitors | 1.3% of 340,000 active | AID 485314, 2010; note: % is set by controls: 0 for no effect and ±100 for the full control effect
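Pol beta (10 nM) was preincubated with compound for 15 min at room temperature. The reaction was then started with 50 nM substrate and read immediately and after a further 10 min at room temperature.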
BAZ2B block: qHTS Assay for Inhibitors of BAZ2B; Bromodomain adjacent to zinc finger domain protein 2B (Homo sapiens), Q9UIF8; AlphaScreen BAZ2B-H3K14Ac peptide displacement; Potency, µM (titrated, usually from 114 µM), without a hit: at the top dose activity change, negative = inhibition, hits mostly inhibitors; 4.4% of 360,000 active; note: % is set by controls: 0 for no effect and ±100 for the full control effect; nearly all actives have a fitted effect of over 60% in size
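Inhibition is scored as reduced AlphaScreen emission. The BAZ2B/b-H3(5-23)K14Ac complex (50 nM each) in PBS pH 7.4, 0.01% Tween-20 meets compound (up to 110 uM) for 30 min at RT before bead addition.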
APE1 inh: qHTS Assay for Inhibitors of the Human Apurinic/apyrimidinic Endonuclease 1 (APE1). DNA repair nuclease/redox regulator APEX1 (Homo sapiens), P27695. recombinant APE1, TAMRA/BHQ-2 abasic DNA cleavage fluorescence. Potency, µM (titrated, usually from 65.8 µM), for the others: top-dose activity change, negative = inhibition, hits mostly inhibitors. 0.35% of 350,000 active;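 note: plate controls were vehicle for no effect and reference inhibitor for full effect; nearly all actives have a fitted effect of over 55% in size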
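Kinetic fluorescence read (525 ex/598 em nm, three reads 60 s apart) of AP-site incision; signal = third minus first read. Enzyme 0.75 nM, dual-labelled THF duplex 50 nM, compound preincubation 15 min RT.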
Pol eta inh: qHTS for Inhibitors of Polymerase Eta; AID 588591, 2011; 1.2% of 390,000 active; recombinant Pol eta, fluorescent DNA replication assay; Potency, µM (titrated, usually from 114 µM), without a hit: at the highest dose activity change, negative = inhibition, actives largely listed as inhibitors; note: % is set by controls: 0 for no effect and ±100 for the full control effect
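Pol eta (10 nM) was preincubated with compounds for 15 min at room temperature, after which fluorescent replication substrate (50 nM final) was added to start the reaction. Fluorescence was read kinetically at 0 and 10 min.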
BLM inh: qHTS Assay for Inhibitors of Bloom's syndrome helicase (BLM); RecQ-like DNA helicase BLM (Homo sapiens), P54132; recombinant BLM DNA unwinding, fluorescence dequenching; Potency, µM (top dose mostly 56.1 µM), without a hit: at the highest dose activity change, negative = inhibition, actives largely listed as inhibitors; 0.2% of 350,000 active;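 note: plate controls were vehicle for no effect and no enzyme for full effect; nearly all actives have a fitted effect of over 35% in size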
G9a block: qHTS Assay for Inhibitors of Histone Lysine Methyltransferase G9a; G9a H3K9 monomethylation, AlphaScreen, 2 h; AID 504332, 2011; 8.8% of 350,000 active; Histone-lysine N-methyltransferase EHMT2 (Homo sapiens), Q96KQ7; Potency, µM (series often up to 102 µM), without a hit: at the top dose activity, negative = inhibition, hits mostly inhibitors; note: % is set by controls: 0 for no effect and ±100 for the full control effect; nearly all actives have a fitted effect of over 75% in size
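Quantitative HTS format: methyltransferase activity on a biotin-tagged H3K9 peptide is measured by AlphaScreen, using a rabbit anti-monomethyl-H3K9 antibody with streptavidin donor and anti-IgG acceptor beads. Final levels are 20 nM enzyme, 500 nM peptide, 20 uM SAM; 2 h RT.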
Pol kappa inh: qHTS for Inhibitors of Polymerase Kappa; purified Pol kappa, fluorescent DNA synthesis assay, 10 min; DNA polymerase kappa (Homo sapiens), Q9UBT6; Potency, µM (series often up to 107 µM), inactives show at the highest dose activity, negative = inhibition, actives largely listed as inhibitors; 0.53% of 400,000 active; note: % is set by controls: 0 for no effect and ±100 for the full control effect
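First, compounds were pin-transferred onto 10 nM Pol kappa. After 15 min at room temperature, substrate was added to 50 nM final. Fluorescence was then measured kinetically at 0 and 10 min.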
* = called active by the depositor; ? = inconclusive; . = not tested or not shown; & = joins results of further samples; [ ] = dose if it differs, or a comment. Calls come from the whole dose curve; as a rule, active = well fitted curve in the direction sought with a large enough effect; inconclusive = small, poorly fitted or top-dose-only effect, or another doubt; inactive = no such curve, though single readings can be large; an effect the other way counts as inactive or inconclusive. Potency is the fitted concentration of half-maximal effect. An excerpt; the hit share may differ from the screen's.

SMILES | JMJD2A Tudor | POLI inh | POLB inh | BAZ2B block | APE1 inh | Pol eta inh | BLM inh | G9a block | Pol kappa inh
COc1ccc(-c2csc(Nc3ccccn3)n2)cc1OC | ? | 5.2% | -1.5% | 44.7µM* | 4.5% | -29.9% | -17.4% | 50.1µM* | -8.8%
Cc1cc(N2CCN(C)CC2)nc2ccc(NC(=S)N3CCN(c4ccccn4)CC3)cc12 | ? | 27.9% | 0.8% | ? | -4.9% | -13.5% | -7.0% | 50.1µM* | -11.2%
CC(C)Oc1cccc(C2NC(=O)c3ccccc3O2)c1 (configuration not stated) | -10.9% | 67.0%[activator] | 0.9% | 9.7% | 3.0% | -19.6% | -3.1% | -7.1% | 1.2%
CCn1c(SCC(=O)NNC(=O)c2ccccc2)nnc1-c1ccncc1 | -5.2% | -11.5% | 13.5% | 1.3% | 10.6% | -9.2% | -10.7% | 7.8%[59 µM] | -1.0%
CCc1ccc(CN(C(=O)c2ccc(OC)cc2)C2CCS(=O)(=O)C2)cc1 (configuration not stated) | 6.9% | -1.0% | -3.3% | 0.9% | . | -1.9% | 1.6% | 8.2%[59 µM] | 1.5%
O=C(CSc1n[nH]c(-c2cccnc2)n1)Nc1ccc(Br)cc1 | -33.6% | 15.6% | -1.5% | 1.8% | 11.3% | 2.4% | 3.7% | 8.91µM* | -5.2%
Cc1cc(C)nc(/N=C(\NC(=O)C(C)(C)C)Nc2ccccc2)n1 | -15.1% | 36.2%[activator] | -2.8% | -9.2% | 2.0% | -18.5% | -8.5% | 4.7% | 7.1%
CN(C)c1ccc(CNC(=O)c2ccc(Cn3c(SCc4ccccc4)nc4cccnc43)cc2)cc1 | ? | 18.1% | 33.5%[activator] | ? | . | -11.1% | -7.3% | 10µM* | 7.8%
Cc1ccc(NC(=O)C2CCN(S(=O)(=O)c3c(C)noc3/C=C/c3ccco3)CC2)nc1 | -34.4%[57.1 µM] | 2.5% | 6.8% | -37.4% | -5.0% | -9.9% | -4.6% | ? | -5.8%
Cc1ccc(-n2ncc3c(NC4CCCCC4)ncnc32)cc1Cl | -5.5% | 9.5% | 12.6% | 4.1% | . | -18.1% | -4.0% | 3.6%[59 µM] | -4.3%[60.1 µM]
COc1cccc(N2C(=O)CSC23C(=O)N(Cc2ccccc2)c2ccccc23)c1 (configuration not stated) | -10.3% | 4.1% | -2.1% | -26.0% | . | ? | -8.1% | ? | 0.3%
CCc1nc(NCc2ccc3c(c2)OCO3)c2oc3ccccc3c2n1 | -33.8% | 32.4% | 1.4% | -4.8% | -2.9% | -7.3% | -7.2% | . | -8.3%
CC(C)NC(=O)c1cc2c(-c3ccc(Cl)cc3)nn(C)c2s1 | -17.9% | 12.0% | -0.8% | -0.3% | 0.5% | -10.5% | 2.2% | -4.1% | 2.1%
CN1CCN(CC(=O)Nc2ccc([N+](=O)[O-])cc2Br)CC1 | -5.8% | 54.0%[activator] | 45.7% | -15.3% | -3.7% | -5.4% | 3.2% | -50.5% | -6.7%
O=C(NCc1ccccn1)C1CCN(S(=O)(=O)N2CCCC2)CC1 | -1.2% | -8.4% | 1.4% | 3.7% | -0.2% | -4.2% | -1.1% | 41.3%[59 µM] | -5.4%
COc1ccccc1-c1cc(C(=O)Nc2cc(Cl)ccc2O)no1 | -2.0% | 16.7% | -1.8% | -0.2% | . | -13.0% | -7.2% | 5.6%[59 µM] | -6.9%
Cc1cccc(CN2C(=O)c3ccccc3Sc3ccc(C(=O)N4CCCC4)cc32)c1 | -26.9% | 8.5% | -21.6% | -22.8% | . | ? | -5.8% | -3.3%[59 µM] | -1.5%[60.1 µM]
CCc1ccc2oc(C(=O)NCCc3ccc(S(N)(=O)=O)cc3)cc(=O)c2c1 | ? | 22.7% | 1.2% | 2.3% | 17.8% | -17.8% | -2.3% | ? | 3.8%
CCc1cc(-c2onc(C)c2-c2cscn2)c(O)cc1OC | -6.4% | 54.9%[activator] | 1.8% | -34.5% | -5.0% | -20.1% | -7.4% | -17.0% | -7.3%
COc1ccc(N2CCN(C(=O)CSc3nc4[nH]ncc4c(=O)n3-c3cccc4ccccc34)CC2)cc1 | -34.1% | 114.6%[activator] | 2.4% | -32.8% | 7.6% | -15.5% | -7.2% | 39.8µM* | -2.6%

Later entries
SMILES | JMJD2A Tudor | POLI inh | POLB inh | BAZ2B block | APE1 inh | Pol eta inh | BLM inh | G9a block | Pol kappa inh
Cn1c(=O)cc(N)n(Cc2ccccc2)c1=O | -1.4% | -0.2% | 1.1% | 0.0% | -5.7%&1.1% | -9.1% | 1.3%&0.3% | 20.3% | 14.1%
O=C1NN(c2cccc(Br)c2)C(=O)/C1=C\c1ccc(O)cc1 | -25.4% | ? | ? | -35.8% | 7.6% | ? | -0.8% | 3.55µM* | -2.9%
COc1ccc(CCC(=O)OCC(=O)NCc2ccc(OC)c(OC)c2)cc1OC | -10.3% | 55.5%[activator] | . | . | -10.3% | -6.4% | . | . | -9.5%
Cn1nc(OCC(=O)O)cc1C(F)(F)F | -19.4% | 28.6% | -13.3% | -19.9% | 2.6% | 0.2% | -4.9% | -2.9% | -3.3%
O=C(NCC1CCCO1)C(c1cccs1)N(Cc1cccs1)C(=O)Cn1nnc(-c2cccs2)n1 (configuration not stated) | -5.0% | 7.8% | -31.5% | -2.0% | 4.4% | -12.6% | -6.4% | 0.4%[59 µM] | -3.3%
CCN(CC)S(=O)(=O)c1ccc(C(=O)OCn2nnc3ccccc3c2=O)cc1 | -21.3% | 2.5% | -1.4% | -2.5% | -3.2% | -3.7% | -1.5% | 20.5%[12.7 µM] | -11.6%
CN(Cc1ccccc1)C(=O)c1ccc(NC(=O)Cc2cccc(NC(=O)C3CCCN(C(=O)CCc4ccccc4)C3)c2)cc1 (configuration not stated) | -19.0% | 7.6% | . | 3.3% | -1.4% | -14.8% | . | -2.2%[0.501 µM] | 8.8%
NC(=NC(=O)c1ccccc1)N1CCN(C(c2ccccc2)c2ccccc2)CC1 | -31.7% | -9.8% | ? | -20.6% | 0.5% | -16.8% | -13.8% | 7.2% | -4.7%
N#Cc1c(/N=C/c2cccs2)sc2c1CCCCC2 | 39.8µM* | -3.6% | -4.5% | 8.91µM* | 0.5% | 3.1% | -6.7% | 14.1µM* | -5.2%
O=C(NCc1ccco1)c1ccc2c(c1)N(Cc1ccccc1)C(=O)c1ccccc1S2 | -27.2% | 6.4% | 0.9% | -9.7% | . | -2.0% | -9.8% | -24.8%[59 µM] | -8.4%[60.1 µM]
COc1ccccc1CCC(=O)OCC(=O)Nc1cc(C)nn1-c1ccccc1 | -9.7% | 37.4%[activator] | . | 6.9% | 8.0% | ? | . | ? | -10.8%
CCOC(=O)N1CCN(C(=S)NC(=O)c2cc(Br)ccc2Cl)CC1 | -11.7% | 66.6%[activator] | 2.0% | -14.6% | -3.0% | -10.9% | 4.1% | ? | 1.0%
COc1ccc(/C=C2\N=C(SC)SC2=O)cc1OC | 11.9% | -12.7% | 3.9% | 5.7% | -4.8% | -16.8% | -0.4% | 29.2%[12.7 µM] | -10.0%
CCN(CC)S(=O)(=O)c1ccc(NCCc2ccccn2)nc1 | -15.4% | 34.6%[activator] | -9.9% | -19.4% | 26.7% | 3.7% | -0.9% | 20.4% | -3.5%
CC(OC(=O)c1ccc(NC(=O)CC#N)cc1)C(=O)Nc1ccc(Oc2ccccc2)cc1 (configuration not stated) | . | . | -24.2% | ? | 0.5% | . | -14.8% | 11.5% | .
O=C(CN1CCN(Cc2ccc(Cl)cc2)CC1)N/N=C/c1ccncc1 | -4.6%[57.1 µM] | 10.3% | 9.8% | -0.3% | 4.8% | -9.0% | 2.8% | -8.6%[59 µM] | -13.0%
Cn1c(SCc2nc(-c3cccs3)no2)nnc1C1CCCCC1 | 8.3% | -5.9% | 16.3% | 4.9% | 2.9% | -9.3% | 0.2% | 8.1%[59 µM] | 2.8%
CC(=O)Nc1ccc2c(c1)C(N1CC3CCC(CC3)C1)c1ccccc1-2 (configuration not stated) | -30.1% | 66.2%[activator] | . | . | . | -27.7% | . | . | -1.2%
CCn1cc(C(=O)NCc2ccc(Cl)cc2)c(=O)c2cc(S(=O)(=O)N(C)C)ccc21 | -15.1% | 26.8% | 37.7% | 3.3% | -18.7% | -4.9% | -5.4% | 57.7%[activator] | -0.7%
CSc1nnnn1-c1c(C)cc(C)cc1C | 9.7% | 41.9%[activator] | -2.2% | 0.4% | -0.2% | -23.0% | -2.1% | 9.4%[59 µM] | -5.4%
CCN(CC)C(=O)c1cnn(-c2ccccc2)c1NC(=O)c1ccco1 | -3.1% | 2.9% | 3.8% | 2.1% | 0.4% | -12.9% | 0.6% | -4.9% | 12.0%
CCc1ccc(OCC(=O)NNC(=O)CSc2ncnc3sc(C)c(C)c23)cc1 | ? | 13.7% | -11.7% | -19.2%[57.1 µM] | -0.5% | ? | -6.9% | 43.5% | -9.6%

Compound profiles, from the list above.
Cn1nc(OCC(=O)O)cc1C(F)(F)F is listed with JMJD2A Tudor: -19.4%; POLI inh: 28.6%; POLB inh: -13.3%; BAZ2B block: -19.9%; APE1 inh: 2.6%; Pol eta inh: 0.2%; BLM inh: -4.9%; G9a block: -2.9%; Pol kappa inh: -3.3%
COc1ccccc1CCC(=O)OCC(=O)Nc1cc(C)nn1-c1ccccc1 is listed with JMJD2A Tudor: -9.7%; POLI inh: 37.4%[activator]; POLB inh: .; BAZ2B block: 6.9%; APE1 inh: 8.0%; Pol eta inh: ?; BLM inh: .; G9a block: ?; Pol kappa inh: -10.8%

Screens deposited in PubChem by National Center for Advancing Translational Sciences (NCATS).
